Source: PubChem
AHR act – activates the human aryl hydrocarbon receptor. P35869. AHR-responsive luciferase reporter cells, luminescence. activation, % at 5 µM. 320,000 compounds, 2.5% hits; in the data active = activation above about 47%;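 note: 0% = vehicle wells and 100% = reference agonist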
PP1 inh – PP1-alpha (human) inhibition in PP5 counter-screen | AID 2235 | 320,000 compounds, 0.9% hits | inhibition, % at 6.7 µM | purified PP1alpha, OMFP fluorescence;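 active = inhibition above the mean inhibition of all tested compounds plus 3 SD, computed separately for each screening campaign, cut at about 15% in these data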
PP5 primary – PP5 (human) phosphatase inhibition; P53041; 320,000 compounds, 0.18% hits; purified PP5c, OMFP substrate fluorescence; AID 1987; inhibition, % at 6.7 µM;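 active = inhibition above the campaign's mean inhibition across all tested compounds plus 3 SD, cut at about 9.5% in these data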;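 note: 0% = DMSO only and 100% = 100 µM cantharidin control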
Target sequence (P53041 whole entry, looked up): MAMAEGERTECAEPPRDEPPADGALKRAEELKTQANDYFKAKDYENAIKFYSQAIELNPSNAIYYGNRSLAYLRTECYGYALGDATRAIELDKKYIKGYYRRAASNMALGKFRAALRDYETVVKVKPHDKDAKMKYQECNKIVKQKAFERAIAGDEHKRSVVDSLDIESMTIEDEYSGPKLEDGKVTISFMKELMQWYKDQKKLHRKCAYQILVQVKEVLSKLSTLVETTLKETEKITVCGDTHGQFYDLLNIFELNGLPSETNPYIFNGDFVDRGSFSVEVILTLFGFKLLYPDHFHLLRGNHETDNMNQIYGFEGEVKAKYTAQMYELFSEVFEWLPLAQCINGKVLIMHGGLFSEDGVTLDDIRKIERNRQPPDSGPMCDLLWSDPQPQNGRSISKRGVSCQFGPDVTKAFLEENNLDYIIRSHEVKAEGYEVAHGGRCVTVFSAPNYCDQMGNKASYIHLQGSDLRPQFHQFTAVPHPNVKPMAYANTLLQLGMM
HCV core dimer – HCV core protein dimerization inhibition; TR-FRET GST/Flag-core106 dimerization, 1536-well; inhibition, % at 5 µM; 300,000 compounds, 0.33% hits;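 active = inhibition above the mean of all tested compounds plus 3 SD, set per screening campaign, cut at about 45% in these data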
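System: GST-tagged and Flag-tagged HCV core protein residues 1-106 / Input: core106 proteins, GST 13.5 nM and Flag 17 nM / Buffer or medium: KF-containing HEPES buffer, pH 7.45, DTT, CHAPS, BSA / Probe or stimulus: Eu-anti-GST and XL665-anti-Flag labelled anti-tag antibodies / Schedule: 4 h, 22.5 °C incubation / Technique: TR-FRET 671 and 617 nm emission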
proCasp3 act – activators of human procaspase-3; AID 463141; P42574; recombinant procaspase-3 D3A, Ac-DEVD-pNA absorbance 405 nm; activation, % at 8.5 µM; 330,000 compounds, 0.11% hits;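 active = activation above the mean of all tested compounds plus 3 SD, cut at about 21% in these data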;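 note: 0% = DMSO alone and 100% = DMSO wells spiked with extra 5 µM PC-3 D3A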
Target sequence (P42574 whole entry D9A/D28A/D175A): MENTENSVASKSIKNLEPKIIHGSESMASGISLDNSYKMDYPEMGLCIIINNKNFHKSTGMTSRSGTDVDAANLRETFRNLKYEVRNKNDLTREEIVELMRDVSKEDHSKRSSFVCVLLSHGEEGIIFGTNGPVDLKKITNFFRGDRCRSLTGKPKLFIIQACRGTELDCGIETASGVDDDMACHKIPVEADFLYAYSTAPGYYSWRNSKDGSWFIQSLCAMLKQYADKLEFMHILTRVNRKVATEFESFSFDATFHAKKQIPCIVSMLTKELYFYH
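Assay system – Procaspase-3 D3A mutant · Benchmarks – DMSO low control, extra-enzyme high control · Technique – 405 nm absorbance of p-nitroaniline, reads at 0 and 120 min · Doses – 8.5 µM nominal · Measure – % activation between DMSO and enzyme-spiked controls · Also added – Ac-DEVD-pNA chromogenic peptide substrate · Schedule – 1 h compound preincubation, 2 h substrate hydrolysis at 25 °C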
Fh CTSL1 inh – blocks F. hepatica cathepsin L1 in PFM18AAP counter-screen | recombinant F. hepatica cathepsin L1, Z-Leu-Arg-MCA fluorescence | inhibition, % at 5.96 µM | 300,000 compounds, 0.49% hits;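 active = inhibition above the mean of all tested compounds plus 3 SD, set per screening campaign, cut at about 17% in these data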;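 note: 0% = plate median of test compound wells and 100% = 1 µM Z-Phe-Ala-diazomethylketone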
PAFAH2 inh – inhibitors of human PAFAH2. Q99487. recombinant PAFAH2, FP-rhodamine activity probe, fluorescence polarization. inhibition, % at 3.39 µM. 340,000 compounds, 0.99% hits. AID 492956;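 active = inhibition above the mean over all tested compounds plus 3 SD, cut at about 30% in these data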;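 note: inhibitors block probe labeling of enzyme so polarization drops; 0% = enzyme with DMSO and 100% = wells lacking PAFAH2 protein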
TPT1 inh – inhibitors of Candida albicans tRNA 2'-phosphotransferase TPT1; recombinant caTPT1, FP RNA substrate dephosphorylation; inhibition, % at 5 µM; 300,000 compounds, 0.81% hits; AID 1962;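 active = inhibition above the mean of all tested compounds plus 3 SD, set per screening campaign, cut at about 24% in these data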;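 note: plate controls were DMSO alone for no effect and ferristatin control at 100 nM for full effect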
proCasp7 act – counter-screen for procaspase-3 activators: activators of human procaspase-7. recombinant procaspase-7, Ac-DEVD-pNA absorbance 405 nm; D23A/D198A/D206A triple mutant, cannot self-cleave; scale: DMSO 0, 5 µM enzyme 100. activation, % at 8.5 µM. 330,000 compounds, 0.093% hits. AID 463210;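 active = percent activation above the screen-wide mean plus 3 SD, cut at about 25% in these data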
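Material: Procaspase-7 triple mutant (PC-7 D3A) | Quantity: 2 µM procaspase-7 mutant as dispensed | Reagent: DEVD-pNA substrate | Times: 1 h preincubation, 2 h reaction | Technique: 405 nm absorbance of p-nitroaniline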
Active calls of the source: *; . = not tested or not shown.

SMILES	AHR act	PP1 inh	PP5 primary	HCV core dimer	proCasp3 act	Fh CTSL1 inh	PAFAH2 inh	TPT1 inh	proCasp7 act
O=C(CSc1nc2ccccc2[nH]1)c1ccc(Cl)s1	-3	-2	3.2	8	-1	4	5	4	-4
CCN(CC(=O)Nc1ccc(NC(C)=O)cc1)C(=O)c1oc2c(ccc3ccccc32)c1C	25	-5	3.5	.	10	.	-3	.	11
COc1ccccc1NC(=O)c1cc(Cl)nc2ccccc12	49*	-4	0.2	2	-2	-3	-9	-3	0
CCOC(=O)c1nnn(-c2nonc2-c2ccccc2)c1C	1	1	2.2	3	0	-1	10	-3	2
Cc1nc(SC(C)C(=O)NCC2CCCO2)c2cc(-c3ccccc3)sc2n1 (stereo not given)	-12	-7	-1.3	11	-13	1	-7	3	1
COc1ccc(OC(C)C(=O)NCC2CCCO2)cc1 (stereo not given)	3	-4	3.3	0	0	1	1	1	7
COc1ccccc1-n1c(C)c2c(OC)cccc(=O)c2c1C	0	3	-0.8	30	-5	2	39*	13	-3
COC(=O)c1ccc([C@H]2C=C(C(=O)O)O[C@@H](OCc3ccc(CO)cc3)C2)cc1	3	-3	2.5	6	0	1	-13	-2	2
CCOC(=O)c1ccc(NC(=S)N2CCSC2c2c(F)cc(F)cc2F)cc1 (stereo not given)	-1	0	1.1	1	-17	-1	-12	-2	-15
CC1(OC(=O)CCc2ccccc2)C(=O)C=C2C=C(c3ccc(C#N)cc3)N(CCc3ccccn3)C=C2C1=O (stereo not given)	0	4	4.2	14	1	1	-1	-3	2
Cc1oc(-c2ccc(Cl)cc2)nc1CS(=O)CC(=O)NCc1ccccn1 (stereo not given)	2	1	-1.5	-5	2	1	2	1	1
O=C(Nc1ccccc1CC[N+](=O)[O-])N1CCN(c2ccccc2)CC1	16	-2	2.7	4	-1	-3	-2	-1	-6

Compounds above containing a thiophene ring, fused or not:
SMILES	AHR act	PP1 inh	PP5 primary	HCV core dimer	proCasp3 act	Fh CTSL1 inh	PAFAH2 inh	TPT1 inh	proCasp7 act
O=C(CSc1nc2ccccc2[nH]1)c1ccc(Cl)s1	-3	-2	3.2	8	-1	4	5	4	-4
Cc1nc(SC(C)C(=O)NCC2CCCO2)c2cc(-c3ccccc3)sc2n1 (stereo not given)	-12	-7	-1.3	11	-13	1	-7	3	1

Additional compounds
SMILES	AHR act	PP1 inh	PP5 primary	HCV core dimer	proCasp3 act	Fh CTSL1 inh	PAFAH2 inh	TPT1 inh	proCasp7 act
COc1ccc(CN(CC2CCC(C(=O)O)CC2)C(=S)Nc2cccc(C)c2)cc1 (stereo not given)	4	-1	1.7	1	1	7	3	-5	4
Cc1ccc(C)c(NS(=O)(=O)c2ccc(NC(=O)CSc3ccc(Cl)cc3)cc2)c1	-1	4	4.3	3	-1	-11	-5	-1	-5
NC(=O)CSc1nc(-c2ccccc2)c(-c2ccccc2)o1	0	3	4.4	-4	-2	-4	7	-4	-1
COc1ccc(-c2nc(S(=O)(=O)c3ccc(C)cc3)c(N3CCCC3)o2)cc1	-5	-4	6.0	-8	1	2	2	-1	-11
Cc1cccc(C2NC(=O)c3ccccc3O2)c1 (stereo not given)	-4	-1	1.7	2	-1	-3	8	0	-1
Cc1nc(N2CCCC2C(=O)O)c2oc3ccccc3c2n1 (stereo not given)	5	0	2.5	0	1	-3	0	-3	11
O=C(c1ccc2c(c1)OCCCO2)N1CCCCC1	2	-5	0.6	1	-2	-2	1	1	5
CCn1c(=NC(=O)CN2C(=O)CCC2=O)sc2c(OC)ccc(OC)c21	15	2	2.3	-1	-6	1	6	-1	8
CS(=O)(=O)c1ccc(Cl)c(NC(=O)Cc2c(Cl)cccc2Cl)c1	3	3	5.1	4	-16	0	-3	3	-2
CCc1[nH]nc2c1C(C(C)C)C(C#N)=C(N)O2 (stereo not given)	1	-1	2.2	0	4	-2	3	-1	-9
CCOc1ccc(S(=O)(=O)N2CCCC(C(=O)NCC3CCCO3)C2)cc1Cl (stereo not given)	-1	-4	1.7	1	6	7	5	2	5
CCn1c(=O)c2cc(C(=O)Nc3ccccc3OC)sc2c2ccccc21	25	2	-0.7	12	-5	3	7	3	1
COc1cccc(CN2CC(C(=O)N(C)Cc3[nH]c4ccccc4c3C)CCC2=O)c1 (stereo not given)	21	-2	2.2	0	0	-4	-2	1	-2
CN(CC(=O)NCc1ccc(Cl)cc1)S(=O)(=O)c1cccs1	1	2	3.3	-11	3	0	-1	2	-6
O=C(O)C1(c2ccccc2)CCN(S(=O)(=O)c2ccc(Br)cc2)CC1	-2	1	0.1	-3	-2	-2	1	-3	-4
COc1ccc(OCC(O)CNC(=O)c2cccs2)cc1 (stereo not given)	2	-4	3.7	-1	-4	-2	5	-2	14
COc1ccccc1NS(=O)(=O)c1cc(NC(=O)CNC(=O)c2ccc(C)s2)ccc1Cl	2	4	3.3	-2	6	-2	-1	-5	7
O=C1CSc2nc3ccccc3n21	1	-4	-0.5	-2	3	-1	3	18	2
COC(=O)c1ccc(N)c(N=CC2=C(O)CC(C)(C)CC2=O)c1	6	3	3.3	-1	-5	-4	-6	31*	-22
COc1ccc(C(=O)NC(=S)NNC(=O)CNC(=O)C2CCCCC2)cc1	21	-1	1.2	-1	-5	-5	-7	1	-19
Cc1nc2c(sc(=S)n2Cc2ccco2)c(=O)n1CC(=O)Nc1ccc(F)cc1	-2	6	1.6	15	-8	-2	-1	0	11
COc1ccc(CNC(=O)CCn2c(=O)[nH]c3ccccc3c2=O)cc1	3	-4	-1.6	1	7	3	3	-2	1
Cc1cccn2c(NC(=O)c3cccs3)c(-c3ccccc3)nc12	17	-3	2.9	-6	5	-5	3	2	5
CCC(C)NC(=O)CSc1nc2c(sc(=S)n2Cc2ccco2)c(=O)n1-c1ccccc1 (stereo not given)	0	4	1.2	5	-7	6	-6	-3	-1
CCOc1ccccc1/C=N/NC(=O)c1cccc(S(=O)(=O)N2CCOCC2)c1	9	-4	-0.5	2	-7	-6	-4	3	2
COc1ccccc1NC(=O)C(C)OC(=O)CCSc1ccc(F)cc1 (stereo not given)	3	-1	-1.1	-1	3	-48	1	0	2
CCC(=O)c1ccc(OCc2ccc(C(=O)OC)o2)c(OC)c1	9	-4	-0.4	-1	1	1	0	-3	5
CN1CCCN(S(=O)(=O)c2cccc(C(F)(F)F)c2)c2nc3ccccc3nc21	10	-3	3.4	.	13	.	13	.	16
CCOc1ccc(N2CC(C(=O)OC)CC2=O)cc1 (stereo not given)	3	0	0.7	-7	2	1	0	-1	5
Fc1ccc(C(c2nnnn2C2CCCC2)N2CCN(Cc3ccncc3)CC2)cc1 (stereo not given)	4	3	-0.7	-4	4	2	2	-2	8
CN(C)c1cccc(N=C2C=C(N3CCOCC3)CC(C)(C)C2)c1	8	-1	2.1	0	1	5	-4	-7	4
CC(=O)c1ccc(OC(C)c2nc3ccccc3s2)cc1 (stereo not given)	15	0	-0.2	6	11	-4	1	-1	4
O=C(O)c1cccc(NC(=S)NC(=O)C(c2ccccc2)c2ccccc2)c1	-1	-1	-1.0	2	6	6	1	-1	6
O=C(Nc1ccc([N+](=O)[O-])cc1)c1ccccc1	14	-1	1.7	-4	1	-1	-1	1	0
COc1ccc(S(=O)(=O)N2CCCCC2)cc1NC(=O)C1CCCC1	0	4	1.6	.	4	.	14	.	12
CC(C)CN1CCC(=O)N([C@H](CSc2ccc(Br)cc2)Cc2ccccc2)CC1	2	5	4.3	0	0	1	-5	0	0
O=C1C2C(c3ccccc3)C=CC(c3ccccc3)C2C(=O)N1c1ccccn1 (stereo not given)	-2	-1	3.2	9	-2	3	2	-2	7
CC1(C)SC[C@H](C(=O)Nc2cccc(Cl)c2)N1C=O	6	-1	6.4	-3	-16	11	-4	-1	-3
COc1ccc(OCC(O)Cn2c(=N)n(CCN3CCOCC3)c3ccccc32)cc1 (stereo not given)	1	-2	-0.6	-6	-5	4	0	-4	2
COc1ccc(CNC(=O)c2c(C)cc(=O)oc2C)cc1OC	1	7	0.4	1	-8	-2	3	2	3
CC(C)c1ccc(N(CC(=O)N2CCOCC2)S(C)(=O)=O)cc1	0	1	3.0	5	-7	0	4	2	5
Cc1cccc(NC(=O)c2cccc(C(=O)Nc3cccc(C)c3C)n2)c1C	1	-5	-0.9	10	-5	-3	-2	3	5
Cc1ccc(O)c(N=Nc2ccc(S(=O)(=O)N3CCCC3)cc2)c1	2	3	2.6	7	2	5	-2	1	7
O=C(N/N=C/c1cccc([N+](=O)[O-])c1)C(=O)N1CCCCCC1	-2	-3	1.6	3	-4	2	0	4	-5
COc1ccc(NC(C)=O)cc1S(=O)(=O)NC1CCSc2ccccc21 (stereo not given)	10	0	-0.7	6	6	2	-5	-5	4
O=C(COC(=O)Cc1cccc(C(F)(F)F)c1)Nc1cccc2ccccc12	3	0	4.9	-1	-4	-8	-2	-1	0

Given as labelled records: entries from further up.
COc1ccc(CNC(=O)c2c(C)cc(=O)oc2C)cc1OC
- AHR act: 1
- PP1 inh: 7
- PP5 primary: 0.4
- HCV core dimer: 1
- proCasp3 act: -8
- Fh CTSL1 inh: -2
- PAFAH2 inh: 3
- TPT1 inh: 2
- proCasp7 act: 3
CC(C)c1ccc(N(CC(=O)N2CCOCC2)S(C)(=O)=O)cc1
- AHR act: 0
- PP1 inh: 1
- PP5 primary: 3.0
- HCV core dimer: 5
- proCasp3 act: -7
- Fh CTSL1 inh: 0
- PAFAH2 inh: 4
- TPT1 inh: 2
- proCasp7 act: 5
Cc1cccc(NC(=O)c2cccc(C(=O)Nc3cccc(C)c3C)n2)c1C
- AHR act: 1
- PP1 inh: -5
- PP5 primary: -0.9
- HCV core dimer: 10
- proCasp3 act: -5
- Fh CTSL1 inh: -3
- PAFAH2 inh: -2
- TPT1 inh: 3
- proCasp7 act: 5
Cc1ccc(O)c(N=Nc2ccc(S(=O)(=O)N3CCCC3)cc2)c1
- AHR act: 2
- PP1 inh: 3
- PP5 primary: 2.6
- HCV core dimer: 7
- proCasp3 act: 2
- Fh CTSL1 inh: 5
- PAFAH2 inh: -2
- TPT1 inh: 1
- proCasp7 act: 7

Quoted from the listing.
COc1ccc(-c2nc(S(=O)(=O)c3ccc(C)cc3)c(N3CCCC3)o2)cc1 | AHR act = -5
COc1ccc(S(=O)(=O)N2CCCCC2)cc1NC(=O)C1CCCC1 | PP5 primary = 1.6
